GRP78 ERSR act – induces the endoplasmic reticulum stress response in human glioma cells. hit rate 0.02% among 420,000. U87-MG GRP78 promoter luciferase reporter, 16 h. Potency, µM, without a hit: top-dose activation, most hits filed as activators; further: potency means the concentration at half of the fitted maximal effect; series mostly up to about 76 µM; % of control where 0% means no effect; nearly all actives have a fitted effect of over 35% in size
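Stably transfected U87-MG glioma cells carrying a GRP78-based luciferase sensor; 16 h compound incubation. Luminescence end-point read 10 min after Bright-Glo addition at room temperature.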
D1 agonist – activates the human D1 dopamine receptor. activation, % at 2 µM. HEK293 T-REx D1 cells, calcium flux, agonist mode. hit rate 1% among 360,000; in the data active means activation above about 30%; further: 0% is about no effect
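Tetracycline-induced HEK293 TREx D1 cells, force-coupled to calcium signalling, were dye-loaded with a no-wash calcium kit. Compound was pin-added after a 10 s baseline. Fluorescence was read kinetically at 1 cycle/s for 180 s, with calcium rises flagged as agonism.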
Vif-A3F inh – inhibitors of Vif-A3F interaction; HeLa A3F-eYFP + Vif (tagged APOBEC3F with the HIV-1 protein that degrades it), YFP fluorescence increase; Potency, µM (top dose mostly 46.1 µM), for the others: top-dose activity, negative = active; hit rate 0.2% among 390,000; AID 602313; further: potency means the concentration at half of the fitted maximal effect; % of control where 0% means no effect; nearly all actives have a fitted effect of over 65% in size
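HeLa cells stably expressing Vif plus C-terminally eYFP-tagged A3F were seeded, incubated overnight at 37 deg C, dosed with compound, incubated overnight again at 37 deg C. Yellow fluorescence (Ex 488/Em 500-530) reported blocked Vif-mediated A3F-eYFP degradation.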
RXFP1 ag – RXFP1 (human) receptor agonism; HEK293T-RXFP1 cAMP TR-FRET, 30 min; response scale: percent of porcine relaxin response, buffer zero; AID 2676; hit rate 0.3% among 370,000; Potency, µM (titrated, usually from 57.5 µM), for the others: top-dose activation, hits mostly activators; Q9HBX9; further: potency means the concentration at half of the fitted maximal effect; on the % scale 0 is the no-effect control and ±100 the full control effect; nearly all actives have a fitted effect of over 60% in size; many of its hits are not listed in these tables
Target sequence (Q9HBX9 whole entry, looked up): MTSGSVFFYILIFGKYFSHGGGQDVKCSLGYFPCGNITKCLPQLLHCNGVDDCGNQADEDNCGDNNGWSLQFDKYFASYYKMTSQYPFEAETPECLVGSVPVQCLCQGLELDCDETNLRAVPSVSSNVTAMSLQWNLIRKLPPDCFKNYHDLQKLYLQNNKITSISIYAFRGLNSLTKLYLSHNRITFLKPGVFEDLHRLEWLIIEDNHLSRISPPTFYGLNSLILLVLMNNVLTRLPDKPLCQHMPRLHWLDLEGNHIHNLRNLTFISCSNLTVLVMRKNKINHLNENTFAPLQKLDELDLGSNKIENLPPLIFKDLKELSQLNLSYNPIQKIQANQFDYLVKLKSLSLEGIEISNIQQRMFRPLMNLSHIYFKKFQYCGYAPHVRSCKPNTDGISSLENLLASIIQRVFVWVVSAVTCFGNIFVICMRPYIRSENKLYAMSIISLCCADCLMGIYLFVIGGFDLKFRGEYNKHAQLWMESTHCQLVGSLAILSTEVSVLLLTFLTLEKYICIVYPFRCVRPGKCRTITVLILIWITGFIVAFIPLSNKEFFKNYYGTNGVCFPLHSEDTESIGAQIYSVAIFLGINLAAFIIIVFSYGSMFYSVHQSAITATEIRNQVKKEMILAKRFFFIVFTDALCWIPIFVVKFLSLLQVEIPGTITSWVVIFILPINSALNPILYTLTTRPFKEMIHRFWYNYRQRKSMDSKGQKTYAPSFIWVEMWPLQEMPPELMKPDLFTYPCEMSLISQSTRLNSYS
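HEK293T cells stably expressing RXFP1 were pretreated with the PDE4 inhibitor Ro 20174, exposed to compounds for 30 min at 37C, lysed, and cAMP was read by TR-FRET. Data normalized to buffer (basal) and 29 nM porcine relaxin (100%).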
D1 antag – antagonists of human D1 dopamine receptor. hit rate 3.2% among 360,000. activity change, negative = inhibition, % at 10 µM. AID 504652. P21728. HEK293 TREx D1 cells, calcium flux, dopamine EC80; active compounds read low; in the data active means activity change below about -30%; further: on the % scale 0 is the no-effect control and ±100 the full control effect
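Cells carrying a force-coupled, tetracycline-inducible human D1 receptor report calcium flux. Each well gets a 10 s baseline, compound with 180 s monitoring, then an EC80 dopamine stimulus with a second 180 s kinetic read.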
D1 potentiator – human D1 dopamine receptor positive modulation; P21728; HEK293 TREx D1 cells, calcium flux, dopamine EC20 potentiation; potentiation, % at 10 µM; hit rate 0.036% among 360,000; in the data active means potentiation above about 30%; further: 0% is about no effect
Vif-APOBEC3G blk – Vif-A3G binding inhibition; Q9HC16; hit rate 0.076% among 410,000; HeLa A3G-eYFP + Vif (tagged APOBEC3G with the HIV-1 protein that degrades it), YFP fluorescence, overnight; Potency, µM (top dose mostly 46.1 µM), without a hit: top-dose activity, negative = active, usual class: inhibitors;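 further: potency means the concentration at half of the fitted maximal effect; on the % scale 0 is the no-effect control and ±100 the full control effect; nearly all actives have a fitted effect of over 60% in size; hits raise eYFP signal because A3G escapes Vif-driven loss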
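Read-out is eYFP fluorescence (Ex 488/Em 500-530) from Vif-expressing HeLa A3G-eYFP cells; more signal means A3G escaped Vif-mediated degradation. Cells plated overnight, compound pinned in, incubated overnight at 37 deg C.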
LDHA block – blocks human lactate dehydrogenase A | P00338 | purified LDHA, NADH/diaphorase-resazurin fluorescence; active compounds read low | activity change, % (values are at about 110 or 230 µM) | hit rate 0.15% among 480,000 | AID 1347041; in the data active means activity change below about -30%; inconclusive means mostly about -25% to -30%;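 further: plate controls were DMSO wells for no effect and wells without enzyme for full effect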
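Enzyme activity of human lactate dehydrogenase 5 (2 nM; 0.06 mM NADH, 0.2 mM pyruvate, 5 min, RT) is measured via a resazurin/diaphorase fluorescence readout of residual NADH.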
D2 PAM – positively modulates the human D2 dopamine receptor allosterically | HEK293 T-REx D2, calcium flux, EC20 dopamine potentiation | hit rate 0.34% among 340,000 | AID 485347 | potentiation, % at 10 µM;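 active means potentiation over 3 SD above the plate norm, cut at about 30% in these data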; further: 0% is about no effect
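Primary screen. Calcium kinetics in induced HEK293 T-REx D2 cells: compound pre-addition 180 s, EC20 dopamine, 180 s more.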
Numbers without * were called inactive; ? = inconclusive; · = not tested or not shown; & = joins results of further samples. Unless noted, the call rests on the fitted dose curve; in most records, active means well fitted curve in the direction sought with a large enough effect; inconclusive means small, poorly fitted or top-dose-only effect, or another doubt; inactive means no such curve, though single readings can be large; an effect the other way counts as inactive or inconclusive.

item	mol	GRP78 ERSR act	D1 agonist	Vif-A3F inh	RXFP1 ag	D1 antag	D1 potentiator	Vif-APOBEC3G blk	LDHA block	D2 PAM
1	CS(=O)(=O)ON=C1CCN(S(=O)(=O)c2ccccc2)CC1	-4.7%	0.5	?	1.4%	-11.5	0.1	-2.4%	0.2	-1.8
2	CCOC(=O)C1CCN(C(=O)C2CCN(S(=O)(=O)c3c(C)noc3/C=C/c3ccc(C)cc3)CC2)CC1	-1.9%	9.9	-3.2%	2.6%	-7.7	-4.4	2.4%	4.6	-9.2
3	O=C(Cn1cnc2c(cnn2-c2ccccc2)c1=O)OCc1ccccc1	5.4%	7.8	1.4%	0.1%	-23.7	-5.8	1.8%	-6.7	-1.1
4	CCCCn1c(N)c(N(CC)C(=O)c2cc3c(s2)CCCCC3)c(=O)[nH]c1=O	-0.9%	2.7	0.3%	0.6%	1.2	-2.9	1.5%	-2.5	-2.1
5	COc1ccccc1NC(=S)N(C(C)C)C(C)c1ccccn1 (stereo not drawn)	-0.4%	4.1	-4.0%	1.2%	3.8	0.7	-0.1%	-2.3	-14.5
6	Cc1occc1C(=O)NCc1ccc(C(=O)O)o1	-2.7%	4.0	-4.7%	-0.1%	1.7	1.4	-3.1%	-5.1	4.8
7	O=C(NCC(c1ccco1)N1CCN(c2ccccc2)CC1)C1CCCCC1 (stereo not drawn)	-5.4%	·	-0.5%	·	·	·	3.7%	0.4	·
8	Cc1cc(OCC(=O)Nc2ccc(S(=O)(=O)N3CCN(C)CC3)cc2)cc(C)c1Cl	-1.3%	10.2	-4.6%	-2.6%	-69.6*	-5.6	2.0%	3.6	-0.1
9	CC1(C)Cc2c(C#N)c(SCCO)nc(N3CCOCC3)c2CO1	-3.9%	0.8	13.6%	0.3%	2.1	-6.1	-3.0%	-7.2	11.0
10	COc1cc(C(=O)NCc2nnc(SCC(=O)Nc3ccc4c(c3)OCO4)o2)cc(OC)c1OC	-5.2%	7.5	-6.8%	-0.3%	14.1	0.6	2.3%	-7.2	-0.7
11	CN(C(=O)c1cccc(NC(=O)Cc2ccc([N+](=O)[O-])cc2)c1)C1CCC1	-3.2%	·	-2.7%	·	·	·	-4.0%	-0.1	·
12	Cc1cnc(NC(=O)[C@H](C)N2C(=O)C3CCCCC3C2=O)s1 (stereo partly drawn)	0.5%	0.9	7.8%	4.3%	-5.4	1.1	1.0%	3.4	3.1
13	COc1ccc(CN2CCN(C3CCSCC3)CC2CCO)c(C)c1C (stereo not drawn)	-4.3%	5.3	-2.1%	4.7%	-8.3	3.1	-8.2%	-2.5	·
14	CC(C)=N/N=C1/NC(=O)C(CC(=O)Nc2cc(Cl)ccc2C)S1 (stereo not drawn)	-0.8%	2.2	-4.4%	4.6%	-21.3	-2.8	1.9%	?	-17.7
15	C[C@H](NC(=O)[C@@H]1Cc2ccccc2CN1C(=O)OC(C)(C)C)C(=O)NC1CCCCC1	-0.5%	3.0	1.3%	0.5%	-1.9	-3.2	-0.5%	1.5	-3.2
16	CN(C)c1ccc(C(CNC(=O)c2ccccc2C(F)(F)F)N2CCOCC2)cc1 (stereo not drawn)	-1.7%	-0.7	-0.3%	2.6%	-0.1	-0.2	-1.5%	1.8	-1.9
17	COc1cc(NC(=O)COC(=O)CNC(=O)c2cc(C)cc(C)c2)c(C)cc1[N+](=O)[O-]	0.0%	0.0	14.2%	0.2%	3.6	-7.5	0.6%	-0.1	-24.5
18	COc1ccc(S(=O)(=O)N(C)CC(=O)Nc2ccccc2OC)cc1	-1.9%	1.9	5.2%	0.0%	·	-1.8	-3.8%	-2.4	8.2
19	COc1cccc(NC(=O)CN(C)C(=O)CCNC(=O)c2ccccc2Cl)c1	-2.9%	1.6	-14.2%	1.6%	5.3	·	-0.7%	1.4	-10.0
20	CCc1ccc(NC(=O)Cn2c(=O)oc3cc(S(=O)(=O)NCc4ccccc4)ccc32)cc1	-2.1%	20.9	-2.8%	-1.1%	-19.0	-4.5	3.7%	-3.3	7.3
21	O=C(O)c1cscc1-c1cccc2ccccc12	-3.0%	·	4.7%	·	·	·	3.1%	-6.5	·
22	Cc1cccc(C)c1NC(=O)CN(C)CC(=O)Nc1sc2c(c1C(N)=O)CCC2	2.1%	0.4	6.8%	3.1%	6.0	-0.8	-1.5%	-2.6	-0.3
23	CCC1(c2ccc(F)cc2)NC(=O)N(CC(=O)N2CCOCC2)C1=O (stereo not drawn)	-3.2%	2.3	1.0%	-1.0%	2.2	-1.6	-2.3%	-10.5	-6.5
24	CC(NS(=O)(=O)c1ccccc1)C(=O)Nc1nccs1 (stereo not drawn)	-9.2%	0.9	-4.4%	2.9%	-1.9	4.5	0.5%	3.3	-6.9
25	O=C1/C(=N\S(=O)(=O)c2cccs2)C([n+]2ccc(CCCc3ccccc3)cc2)=C([O-])c2ccccc21	-0.6%	4.6	15.0%	-0.7%	6.2	-0.8	-4.2%	21.9	-0.1
26	CC1(C)CC2(CC(c3ccccc3)Oc3cc(O)ccc32)NC(=O)N1 (stereo not drawn)	·	1.5	·	-2.5%	-3.0	0.8	·	·	·
27	CCN(C(=O)CSc1nnc(-c2ccccc2Br)o1)C1CCS(=O)(=O)C1 (stereo not drawn)	4.6%	3.5	14.6%	3.0%	-5.3	-1.6	4.1%	-1.8	5.2
28	C[C@H](NC(=O)NCc1ccc(F)cc1)C(=O)O	-3.3%	1.1	3.6%	0.6%	4.8	-1.9	-1.0%	1.6	2.1
29	COc1ccc(OC)c(NC(=O)Cn2c(=O)n(Cc3nc(C)no3)c(=O)c3ccccc32)c1	-1.7%	-1.1	0.5%	4.9%	-0.8	-1.7	0.4%	-11.5	1.4
30	Nc1nnc2c(n1)[nH]c1ccccc12	1.6%	-0.4	-6.7%	17.8%	3.2	-5.5	-10.6%	-1.3	5.3
31	O=C1COc2ccc(C(=O)CSc3nnc(NCc4ccccc4)s3)cc2N1	-3.9%	-0.4	-11.9%	-0.4%	7.4	-5.0	-1.1%	-3.9	-1.0
32	COc1cccc(N2CCN(C(=O)c3cnn(-c4ccc(C)cc4C)c3C3CCN(C(=O)OC(C)(C)C)CC3)CC2)c1	-1.8%	1.1	1.8%	0.5%	-7.5	-0.9	2.1%	6.5	4.2
33	CSc1ccc(CN(C)C(=O)CNC(=O)c2ccc3c(c2)OCO3)cc1	-0.9%	2.1	-6.4%	1.4%	-10.8	-1.6	0.4%	-5.3	-0.9
34	Cc1cc(NC(=O)CN(C)S(=O)(=O)c2ccc3c(c2)CCCC(=O)N3)ccc1Br	-1.7%	8.4	5.0%	0.5%	-11.3	-6.5	-0.2%	-8.0	·
35	COCc1nc2ccccc2n1Cc1ccccc1	-10.7%	-1.4	-3.3%	-0.2%	·	-2.0	2.4%	-5.5	-6.1
36	Cc1ccc2oc(=O)ccc2c1	-1.9%	·	-0.6%	·	·	·	1.6%	-5.1	·
37	O=C(COC(=O)c1cc(S(=O)(=O)Nc2ccccc2Cl)ccc1O)Nc1ccc(F)c(F)c1F	-3.7%	·	-9.0%	·	·	·	-4.4%	-4.5	·
38	CCC(=O)N1CCc2cc(S(=O)(=O)CCC(=O)N3CCN(c4ccccc4Cl)CC3)ccc21	-2.4%	-0.2	-0.1%	0.8%	-11.0	0.6	-2.3%	-4.9	9.1
39	O=C(NC1=NCCS1)c1cc(Cl)ccc1Cl	0.2%	5.1	-9.4%	2.1%	4.5	-2.8	0.6%	-8.5	1.1
40	O=C(OCc1cn([C@H]2CN(CC3CCCCC3)[C@@H](c3ccc(Cl)cc3)C[C@@H]2O)nn1)c1ccccc1	1.3%	·	1.3%	·	·	·	-0.4%	-1.2	·
41	CCOc1ccc2nc(SCc3ccccc3C#N)sc2c1	5.5%	11.1	-16.3%	-1.4%	10.2	-3.6	-6.4%	0.8	9.1
42	COc1ccc(/C=N/NC(=O)C(=O)N2CCCCCC2)cc1[N+](=O)[O-]	-0.1%	3.1	8.1%	3.9%	2.4	-5.7	-1.1%	-1.0	3.4
43	CC1(C)CC(=O)c2sc(NC(=O)CN3C(=O)CCC3=O)nc2C1	-3.2%	4.0	-2.9%	-2.6%	-1.3	14.0	0.7%	-14.6	·
44	CCOc1ccccc1C(=O)Nc1ccsc1C(=O)OC	-5.3%	1.8	-14.4%	6.2%	2.4	0.5	?	-5.0	·
45	N/C(=N/O)c1nc(N2CCCC2)nc(N(c2ccccc2)c2ccccc2)n1	-3.2%	-0.9	-4.5%	1.8%	13.6	3.5	-6.4%	2.9	2.7
46	CC(C)n1c(SCC(=O)N2c3ccccc3Sc3ccccc32)nc2c1c(=O)n(C)c(=O)n2C	-4.3%	-0.7	-7.5%	2.2%	-7.8	-0.9	-1.7%	1.0	6.6
47	CCOc1ccc(N(CC(=O)NCc2cccs2)S(=O)(=O)c2c(C)noc2C)cc1	-3.0%	1.0	3.1%	0.9%	-3.7	-2.1	0.0%	-2.6	-4.5
48	c1ccc(NN=C2c3ccccc3-c3ccccc32)cc1	7.9%	·	0.8%	·	·	·	4.1%	-3.0	·
49	COc1ccc(NS(=O)(=O)c2ccc3c(c2)CCO3)cc1	-1.9%	10.5	9.5%	4.7%	-23.2	-4.4	-0.3%	-0.7	2.9
50	Nc1cc2c(cc1Cl)-c1ccccc1C2=NO	0.4%	·	19.5%	·	·	·	-4.8%	-1.0	·
51	Cc1ccccc1OCC(=O)NC1=NCCS1	-1.9%	0.2	-2.1%	0.1%	7.6	10.8	1.2%	-5.8&-1.8	-2.0

2 of the compounds above, with values under each structure:
Below each compound – GRP78 ERSR act | D1 agonist | Vif-A3F inh | RXFP1 ag | D1 antag | D1 potentiator | Vif-APOBEC3G blk | LDHA block | D2 PAM
11	CN(C(=O)c1cccc(NC(=O)Cc2ccc([N+](=O)[O-])cc2)c1)C1CCC1
 : -3.2% | · | -2.7% | · | · | · | -4.0% | -0.1 | ·
12	Cc1cnc(NC(=O)[C@H](C)N2C(=O)C3CCCCC3C2=O)s1 (stereo partly drawn)
 : 0.5% | 0.9 | 7.8% | 4.3% | -5.4 | 1.1 | 1.0% | 3.4 | 3.1

Bioassay records: PubChem, National Center for Advancing Translational Sciences (NCATS)

These rows are one share of the data (hit frequency here may not be typical).
